Bioassay records as filed in PubChem.
E coli WT exp – E. coli BW25113 growth inhibition, expanded screen | OD600 absorbance | growth inhibition, % at 100 µM | 98,000 tested, 0.15% active;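 active means growth inhibition above about 50% at one test dose, limit read from the data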;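 further: growth measured after 20 h incubation at 37 °C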
PLK1 kinase inh – PLK1 (human) kinase inhibition | 97,000 tested, 0.53% active | inhibition, % at 10 µM | recombinant PLK1 kinase, TR-FRET peptide phosphorylation | P53350;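 active means inhibition of 50% or more in the single-concentration screen; inactive means inhibition below 50%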;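 further: 0% = DMSO max control and 100% = H-89 dihydrochloride min control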
Target sequence (P53350 whole entry, looked up): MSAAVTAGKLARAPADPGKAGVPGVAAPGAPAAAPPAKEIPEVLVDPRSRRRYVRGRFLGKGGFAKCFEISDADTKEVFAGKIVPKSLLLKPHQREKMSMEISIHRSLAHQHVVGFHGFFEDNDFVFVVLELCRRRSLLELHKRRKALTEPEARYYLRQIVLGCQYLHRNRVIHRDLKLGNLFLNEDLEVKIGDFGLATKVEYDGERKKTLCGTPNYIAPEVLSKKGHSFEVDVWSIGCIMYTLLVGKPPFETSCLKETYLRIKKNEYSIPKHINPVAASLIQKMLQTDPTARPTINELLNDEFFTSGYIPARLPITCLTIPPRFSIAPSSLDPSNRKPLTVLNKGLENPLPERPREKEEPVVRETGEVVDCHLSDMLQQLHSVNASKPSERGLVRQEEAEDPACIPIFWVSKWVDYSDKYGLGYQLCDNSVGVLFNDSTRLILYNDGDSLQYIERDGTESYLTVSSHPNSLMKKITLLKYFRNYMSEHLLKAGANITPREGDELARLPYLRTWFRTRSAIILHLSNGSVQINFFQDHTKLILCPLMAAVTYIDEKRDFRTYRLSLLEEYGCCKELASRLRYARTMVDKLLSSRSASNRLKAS
TNFa cytotox – HUVEC cytotoxicity counter-screen, TNF alpha stimulated; HUVEC TNFalpha-stimulated, Hoechst cell count, imaging; cell count reduction, % at 2 µM; 93,000 tested, 0.17% active;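 active means cell count reduction exceeding the screen mean by over 5 SD, scaled to untreated wells per plate, cut at about 78% in these data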;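 further: cells counted after 24 h of TNF alpha exposure following the 1 h pretreatment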
VCAM1 TNFa inh – reduces TNF alpha induced VCAM1 expression in HUVEC; 95,000 tested, 0.48% active; AID 802; inhibition, % at 2 µM; HUVEC TNFa-induced VCAM-1 immunofluorescence, high-content imaging;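 active means inhibition above the batch mean plus 3 SD, with images confirmed as a hit by eye, cut at about 37% in these data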;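 further: 0% = TNF-stimulated DMSO wells and 100% = unstimulated control wells; not every result past the cut was called active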
F-actin modifier – cytoskeleton assembly modification; HUVEC TNFa F-actin phalloidin imaging, high content; inhibition, % at 2 µM; 91,000 tested, 0.18% active;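 active means inhibition above the batch mean plus 3 SD and confirmed as a hit by visual image inspection, cut at about 30% in these data, passing the limit was not always enough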; further: strong numbers were not always called active
IL1B cytotox – toxic to HUVEC cells under IL-1B stimulation. HUVEC cell count loss, Hoechst imaging, IL-1B stimulated. cell count reduction, % at 2 µM. 94,000 tested, 0.41% active. AID 845;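 active means cell count reduction more than 3 SD above the screen-wide mean, cut at about 70% in these data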;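 further: normalized per plate to untreated control cells as the no-loss baseline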
hDAT+cocaine – human DAT dopamine uptake with cocaine, either direction; 110,000 tested, 1.3% active; AID 449768; Q01959; B-score at 10 µM; LLC-PK1 hDAT cells, [14C]-dopamine uptake with cocaine IC80; actives deviate in either direction;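 active means Z score or B-score, a plate-position-corrected score, falls beyond the plate's 99.7% confidence bounds, in either direction; inactive means both scores lie inside the 99.7% bounds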;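 further: scored against the spread of the other compound wells on the same plate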
sEH inhibitor – soluble epoxide hydrolase (human) inhibition; inhibition, % at 2 µM; recombinant human sEH enzymatic activity assay; 91,000 tested, 0.34% active; P34913; in the data active means inhibition above about 80%; further: values of inactives mirror those of a sister screen read the other way; many of its hits are not listed in these tables
PLK1 PBD inh – inhibitors of human Plk1 polo box domain binding | P53350 | Plk1 PBD phosphopeptide binding, fluorescence polarization | inhibition, %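 (tested at about 20 µM)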 | 97,000 tested, 0.13% active; in the data active means inhibition above about 34%, passing the limit was not always enough
An asterisk follows results filed as active; . = no result given. Not a hit list; overall some 3.4% were active at least once.

SMILES	E coli WT exp	PLK1 kinase inh	TNFa cytotox	VCAM1 TNFa inh	F-actin modifier	IL1B cytotox	hDAT+cocaine	sEH inhibitor	PLK1 PBD inh
CN=C(Nc1cc(C)nn1-c1ccccc1)c1ccc(F)cc1	-14	-4	-26	-10	17	-7	-1.8	-8	13
COc1ccc(-c2nc(NC(=O)CSc3nnc(C)s3)ns2)cc1	-4	-4	-5	13	6	-8	0.92	-3	-1
O=C(Cn1[nH]c(=O)c2ccccc2c1=O)OCC(=O)N1CCc2ccccc2C1	-3	-11	-5	3	-11	-11	0.19	-4	-4
Cc1ccc(-c2nnn(CC(=O)N(CC(=O)NC3CCCC3)c3cnc4ccccc4c3)n2)o1	-23	-3	12	-13	25	9	0.74	-13	-11
CC(C)OC(=O)CSc1nnc(-c2ccccn2)n1-c1ccccc1	7	-8	-4	27	-10	-4	-0.74	3	-20
CC1(C)N([O-])C(c2ccccc2)=C[N+](=O)C1(C)C	0	-10	-20	-1	-12	0	-0.06	-2	-10
Cc1ccc(S(=O)(=O)NC(CC(=O)O)c2ccccc2)cc1 (stereo unspecified)	0	-7	8	11	-4	-7	-1.6	8	-32
Cc1c(C(=O)O)oc2ccc(S(=O)(=O)NCc3ccccc3)cc12	-2	-10	-2	8	11	-3	1.2	-9	-6
Cc1ccn2c(C(=O)c3ccc(Cl)cc3)cnc2c1	7	1	-4	-14	-10	.	-0.54	0	10
Cc1ccc(CN=C2Nc3ccccc3CS2)cc1	-5	-18	7	2	-41	-18	-0.26	3	-11
O=C(COC(=O)CNC(=O)c1ccc(Br)o1)Nc1ccc2c(c1)OCCO2	7	-9	-8	6	32	1	0.41	15	-20
O=C(CN1C(=O)COc2ccccc21)NCCN1CCC(Cc2ccccc2)CC1	-6	-7	4	-1	-2	-5	-0.61	0	-7
CC(=O)C1=C(O)C(=O)N(CCN2CCOCC2)C1c1ccc(N(C)C)cc1 (stereo unspecified)	.	-17	16	0	-22	-6	0.0052	-15	-11
Clc1ccc(-c2noc(CN3CCCC3)n2)cc1	13	-12	.	.	.	-36	0.071	-4	-14
CCC(=O)N1C(C(=O)NCc2ccc(OC)cc2)CSC1c1ccc(OC)cc1 (stereo unspecified)	8	-10	-8	4	0	-1	0.19	-10	1
Cc1cccc(C(=O)O/N=C/c2c(Cl)n(C)c3ccccc23)c1	-6	-19	-2	2	25	-5	-0.25	-7	-5
Cc1ccc(-c2nnc(SCc3ccccc3F)o2)cc1	-2	-17	3	-3	-17	-7	0.34	2	-16
Cc1cccc(N2CCN(C(=O)C(C)n3nc(C)n4c(cc5occc54)c3=O)CC2)c1C (stereo unspecified)	-2	-17	13	4	3	2	2	-8	-27
COc1cc(/C=C2\SC(c3ccc(C)cc3)=NC2=O)cc(OC)c1O	-13	-13	3	4	-6	-8	-0.9	7	-21
NS(=O)(=O)c1ccc(CCNC(=O)Nc2ccc(Cl)c(Cl)c2)cc1	-10	-8	10	11	-5	-2	0.4	64	-6
Cc1ccc(C2CC(=O)C=C(O)C2)cc1 (stereo unspecified)	-12	-15	-6	18	-3	-5	0.0062	-2	-10
COc1ccc(-c2csc(Nc3cccnc3)n2)cc1	3	-1	-12	3	-11	-35	-0.012	-11	4
COC(=O)c1sccc1NC(=O)c1sccc1C	.	-2	-19	-7	1	94*	0.3	-4	-22
COC(=O)c1ccc(/C=N/OCC(=O)NC2CCCC(C)C2C)cc1 (stereo unspecified)	-4	-3	-27	3	-22	2	-0.54	21	5
CCCOc1ccc(/C=N/O)cc1	15	-11	-10	-5	22	-8	-0.027	6	-33
O=C(NCc1ccco1)c1ccc(CS(=O)(=O)Cc2ccc(Cl)cc2)o1	8	7	79*	93*	-10	14	-0.054	.	-38
COc1cc2c(cc1OC)CN(CC(=O)Nc1ccc3c(c1)OCO3)CC2	9	-14	2	-5	13	-1	-0.64	-14	-8
O=C(c1nc2nc(-c3cccs3)cc(C(F)(F)F)n2n1)N1CCN(Cc2ccccc2)CC1	.	-8	-21	-12	-5	-3	0.23	7	-12
Cn1c(=O)n(Cc2ccc(Cl)cc2)c2ccccc21	13	1	-19	6	8	-4	-0.17	11	15
CCCCCOc1ccccc1C(=O)NCC(=O)O	5	2	.	.	.	.	0.61	0	-11
O=S(=O)(NCc1cccnc1)c1ccc2c(c1)OCCO2	.	-10	-13	3	1	8	0.086	6	22
C/C(=C\C(=O)c1ccccc1)Nc1ccc(O)cc1	0	1	-11	-10	7	-10	0.14	0	-28
C/C(=N\S(=O)(=O)c1ccc(C)cc1)N1CCN(S(=O)(=O)c2ccccc2)C1	3	0	-14	-24	-11	0	.	.	6
COc1ccc(NC(=O)c2c3c(nc4ccccc24)CCC3)cc1	-14	-3	-2	18	-2	-3	0.038	-3	9
NC(=O)CCS(=O)(=O)c1ccccc1	2	-12	-41	2	-21	-21	-0.19	-10	10
CCNc1nc(Oc2ccc(=O)[nH]n2)nc(SC)n1	-1	-10	-16	3	14	-8	-0.3	-12	3
CCN(CC)Cc1cc2ccccc2c2c1COC2	11	-3	17	-4	-29	3	0.86	-3	7
Fc1ccc(N2CCN(c3ccc4c(C(F)(F)F)cc(C(F)(F)F)nc4n3)CC2)cc1	-12	-10	14	-17	-7	-38	-1.1	4	-9
COc1ccc(C2C(C(=O)N3CCOCC3)c3ccccc3C(=O)N2c2ccc(OC)cc2)cc1 (stereo unspecified)	6	-1	-25	13	-59	-111	-1.8	-13	-6
O=C(O)C1CCCCC1C(=O)Nc1cccc(Cl)c1Cl (stereo unspecified)	-8	-9	6	-9	6	-2	-0.0074	-8	-9
Cn1c(=O)oc2cc(S(=O)(=O)NCc3ccccn3)ccc21	6	-19	10	-2	-5	18	0.32	-1	-15
O=C1C2C3CC(C(Br)C3Br)C2C(=O)N1c1ccccn1 (stereo unspecified)	1	-11	-9	8	-3	-27	-7.9*	-3	23
O=c1[nH]c2cnccc2n1-c1ccccc1	-2	-8	-11	1	4	-22	-1.1	.	-7
O=C1CCCc2c1cc(C(=O)NCc1ccco1)c(=O)n2-c1ccc(Cl)cc1	6	-2	-6	-10	11	-10	0.07	8	-26
Cc1cc(NC(=O)CCCC(=O)NCc2cccs2)no1	-3	-6	4	2	28	7	-0.11	-6	17
CCc1ccc(C2NC(=S)NC3=C2C(=O)N(c2ccccc2OC)C(c2ccc(CC)cc2)N3)cc1 (stereo unspecified)	0	-9	-14	41	-5	-16	-0.17	0	4
N#Cc1c2n(c3c(=O)[nH]cnc13)CCCC2	4	-2	-7	-26	22	5	0.67	-6	20
O=C(c1cc(-c2ccc3c(c2)OCO3)on1)N1CCOCC1	-3	-2	-13	3	-14	-18	-0.77	14	20
CCOCCCNC(=O)C1CCN(S(=O)(=O)N2CC(C)CC(C)C2)CC1 (stereo unspecified)	-1	11	7	7	.	2	0.14	1	1
COc1cc(CN2CCC(C(=O)N3CCCC(C)C3)CC2)cc(OC)c1O (stereo unspecified)	-6	4	0	12	8	0	0.78	-1	27

Other compounds follow.
SMILES	E coli WT exp	PLK1 kinase inh	TNFa cytotox	VCAM1 TNFa inh	F-actin modifier	IL1B cytotox	hDAT+cocaine	sEH inhibitor	PLK1 PBD inh
CCn1c(SCC(=O)c2cc(OC)ccc2OC)nnc1-c1ccncc1	.	-7	-21	18	-6	-29	.	4	29
O=C(CSc1nnc(-c2ccc(O)cc2)n1Cc1ccco1)c1cccs1	-1	-8	0	27	7	4	0.21	.	0
Cc1ccccc1OCC(=O)OC(C)CN1CCN(C)CC1 (stereo unspecified)	-7	-6	-30	4	11	-8	-0.31	-18	-12
Clc1ccc(Cc2nn3c(Cn4nnc5ccccc54)nnc3s2)cc1	-1	6	-17	4	.	5	0.0029	0	-4
COc1cccc(OCCSc2nnc3sc4ccccc4n23)c1	-22	-5	.	-17	-9	-9	1.9	0	16
CCOC(=O)c1c(-c2cccs2)csc1NC(=O)CNCCN1CCOCC1	1	-6	-34	8	18	4	-0.098	8	-50
O=C(CN1CCN(S(=O)(=O)c2ccccc2)CC1)Nc1cccc(C(F)(F)F)c1	-6	-12	0	12	16	7	-0.55	15	-18
Cc1ccc(-c2csc(N3N=C(c4ccccc4)/C(=C\c4ccc(N(C)C)cc4)C3=O)n2)cc1	0	-4	31	20	-29	-2	.	3	-17
COc1cc(Nc2nc3ccccc3n3nnnc23)cc(OC)c1OC	-10	-12	-4	-8	-7	-9	-0.31	-10	6
Cc1c(NC(=O)N2CCCCCC2)c(=O)n(-c2ccccc2)n1C	-3	-4	-28	16	3	6	0.014	-1	-1

Quoted from the entries so far (5 entries):
SMILES	E coli WT exp	PLK1 kinase inh	TNFa cytotox	VCAM1 TNFa inh	F-actin modifier	IL1B cytotox	hDAT+cocaine	sEH inhibitor	PLK1 PBD inh
CCn1c(SCC(=O)c2cc(OC)ccc2OC)nnc1-c1ccncc1	.	-7	-21	18	-6	-29	.	4	29
O=C(CSc1nnc(-c2ccc(O)cc2)n1Cc1ccco1)c1cccs1	-1	-8	0	27	7	4	0.21	.	0
Cc1ccccc1OCC(=O)OC(C)CN1CCN(C)CC1 (stereo unspecified)	-7	-6	-30	4	11	-8	-0.31	-18	-12
Clc1ccc(Cc2nn3c(Cn4nnc5ccccc54)nnc3s2)cc1	-1	6	-17	4	.	5	0.0029	0	-4
COc1cccc(OCCSc2nnc3sc4ccccc4n23)c1	-22	-5	.	-17	-9	-9	1.9	0	16

Next part:
SMILES	E coli WT exp	PLK1 kinase inh	TNFa cytotox	VCAM1 TNFa inh	F-actin modifier	IL1B cytotox	hDAT+cocaine	sEH inhibitor	PLK1 PBD inh
CCOc1ccc(C(=O)C2CCN(C(=O)c3ccccc3C(=O)O)CC2)cc1	-4	4	-1	-5	-12	-4	0.49	5	8
CSc1ccccc1NC(=O)c1cnc2n(c1=O)CCS2	3	-6	-6	1	0	-81	-0.015	-15	12
Cn1c(N)c(N2CCCCC2)c(=O)n(CC(=O)Nc2ccc(Cl)c(Cl)c2)c1=O	2	1	59	8	-17	27	1.6	5	-13
COc1ccc(/C=N/NC(=O)CCc2c(C)n[nH]c2C)cc1OC	0	-6	-7	4	10	-5	-1.2	10	-16
N#Cc1cc2cc3c(cc2nc1N1CCCCC1)OCCO3	-9	-78	4	-2	1	25	1.2	2	-2
CCc1c(C)sc(NC(=O)c2cnn3cccnc23)c1C#N	-4	-10	11	4	-10	-120	0.098	7	-10
CCOc1nc(NCCc2ccc(OC)c(OC)c2)nc(N2CCN(c3ccc(OC)cc3)CC2)n1	-14	3	-17	11	9	24	-1.2	8	-2
COc1cccc(NC(=O)N(Cc2ccco2)C(C)c2cccs2)c1 (stereo unspecified)	-15	-6	-15	6	-5	-16	-0.72	1	-14
CC(=O)N(C(C)=O)c1c(C#N)c(C)n(-c2ccccc2)c1C(=O)c1ccccc1	3	-19	-6	8	0	-11	-0.65	-25	-5
COc1ccc(CC/C(=N\O)C2(O)CCCCC2)cc1	6	3	1	-12	29	-26	1.4	-13	11
Cc1nc2ncnn2c(C)c1CCC(=O)N1CCCCC1	3	-8	-5	11	-8	-4	0.99	-6	-6
COc1ccc(OC)c2c1C(=O)c1ccccc1C2=O	2	-14	-20	9	16	-82	0.38	12	32
COCCn1c(CNc2ccc(F)cc2)nnc1SCC(=O)Nc1ccc(OC)cc1OC	12	5	-10	9	6	-10	1.3	4	11
CCCc1nnc(NC(=O)CCC(=O)NCc2ccccc2OC)s1	3	-5	-5	22	-13	6	-1.1	-3	-6
Cc1ccc(C(=O)OCC(=O)N2CC(=O)Nc3ccccc32)s1	0	-2	-16	16	7	-6	0.66	.	3
CCN1CCn2c3c(c4cc(Br)ccc42)CCCC31 (stereo unspecified)	.	-6	3	12	-22	4	-0.4	4	6
COc1ccc(-c2nnc(SCc3c(C)noc3C)n2N)cc1OC	-5	-7	-14	-10	28	-6	0.4	.	35
CCCCn1nc2cc(C(=O)NCc3ccco3)ccc2c1OCC	5	-8	-7	9	-2	17	0.0016	-4	41
Cc1ccc(-c2nn(CC(=O)Nc3ccc4c(c3)nc3n4CCOC3)c(=O)c3ccccc23)cc1	-1	-12	-25	7	-2	-20	-0.055	.	-16
Cc1cc(=O)oc(C)c1C(=O)NCCCN1C(C)CCCC1C (stereo unspecified)	-3	-6	28	-1	3	-18	0.15	10	-39
